High-throughput results (PubChem BioAssay)
proKLK7 act = proKLK7 (human) activation, primary screen | 370,000 tested, 0.9% active | activation, % at 7 µM | AID 652039 | purified proKLK7, EDANS-DABCYL substrate fluorescence; 100% is mature enzyme control, 0% vehicle | P49862;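 active means activation above the mean of all tested compounds plus 3 SD, computed per campaign excluding outliers beyond control limits, cut at about 13% in these data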
Target sequence (P49862 whole entry, looked up): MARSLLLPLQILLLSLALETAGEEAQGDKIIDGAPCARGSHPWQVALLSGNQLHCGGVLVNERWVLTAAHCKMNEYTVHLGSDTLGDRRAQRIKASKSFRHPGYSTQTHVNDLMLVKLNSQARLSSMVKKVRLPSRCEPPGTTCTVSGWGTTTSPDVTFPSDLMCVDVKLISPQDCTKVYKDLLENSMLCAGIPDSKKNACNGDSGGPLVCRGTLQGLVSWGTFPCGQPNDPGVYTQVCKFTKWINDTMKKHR
MBD2 inh = MBD2-methylated oligo binding inhibition. 370,000 tested, 0.31% active. AID 686964. inhibition, % at 4.4 µM. TR-FRET, MBD2 binding to methylated oligonucleotide; in the data active means inhibition above about 13%
DDE Tn6 FP inh = inhibitors of Tn6 peptide binding to human fibrin DD(E); 370,000 tested, 0.21% active; Fibrin DD(E) TRITC-Tn6 fluorescence polarization displacement; P02675; inhibition, % at 8.3 µM;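 active means inhibition above a per-campaign cutoff: mean of compounds within control limits plus 3 SD, cut at about 15% in these data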;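 further: 0% = median of all compound wells on the plate and 100% = blocking peptide control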
Target sequence (P02675 whole entry, looked up): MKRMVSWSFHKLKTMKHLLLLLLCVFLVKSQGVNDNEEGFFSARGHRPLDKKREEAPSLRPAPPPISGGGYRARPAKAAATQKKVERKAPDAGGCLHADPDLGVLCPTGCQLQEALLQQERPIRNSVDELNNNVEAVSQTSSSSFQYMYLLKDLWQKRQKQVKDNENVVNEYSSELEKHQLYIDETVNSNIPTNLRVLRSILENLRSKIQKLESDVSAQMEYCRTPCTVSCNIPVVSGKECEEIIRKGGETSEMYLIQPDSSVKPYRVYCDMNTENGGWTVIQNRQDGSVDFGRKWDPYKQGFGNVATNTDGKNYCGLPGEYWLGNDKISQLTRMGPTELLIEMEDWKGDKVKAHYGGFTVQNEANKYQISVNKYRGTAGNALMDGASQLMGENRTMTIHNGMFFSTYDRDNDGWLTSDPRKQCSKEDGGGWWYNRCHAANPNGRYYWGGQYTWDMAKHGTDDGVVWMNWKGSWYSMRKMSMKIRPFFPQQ
PRMT1 FP inh = inhibitors of human PRMT1. Q99873. inhibition, % at 2.79 µM. 370,000 tested, 1.3% active. AID 652257. recombinant PRMT1, activity-based probe fluorescence polarization;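 active means inhibition above about 21% made by adding two undisclosed values, limit read from the data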
TDP2 absorb = blocks human TDP2 phosphodiesterase activity; 370,000 tested, 0.34% active; recombinant TDP2, T5PNP hydrolysis, p-nitrophenol absorbance 415 nm; O95551; inhibition, % at 12.8 µM;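 active means inhibition above the mean of all tested compounds plus 3 SD, set per campaign, cut at about 25% in these data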;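 further: 0% = DMSO with enzyme and 100% = buffer with substrate but no TDP2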
Target sequence (O95551 whole entry, looked up): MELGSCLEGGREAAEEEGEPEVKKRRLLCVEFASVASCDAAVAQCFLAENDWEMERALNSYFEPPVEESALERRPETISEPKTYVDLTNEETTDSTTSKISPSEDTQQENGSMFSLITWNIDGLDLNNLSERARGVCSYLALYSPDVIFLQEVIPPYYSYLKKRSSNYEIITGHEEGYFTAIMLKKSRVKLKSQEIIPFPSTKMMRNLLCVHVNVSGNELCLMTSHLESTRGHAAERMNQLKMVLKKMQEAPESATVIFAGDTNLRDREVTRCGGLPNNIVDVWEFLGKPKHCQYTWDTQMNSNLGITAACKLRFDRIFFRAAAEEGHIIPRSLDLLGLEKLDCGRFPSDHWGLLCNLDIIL
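Read-out basis: percent inhibition. System: recombinant human TDP2. Buffer or medium: Mg2+-containing Tris-HCl buffer, pH 7.5. Repeats: single replicate. Timing: reaction 2 h, 37 °C. Benchmarks: high control without enzyme, low control DMSO plus TDP2. Probe or stimulus: 5 mM T5PNP. Doses: 12.8 µM only. Measured by: epi absorbance of p-nitrophenol freed from T5PNP by hydrolysis.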
LEDGF integ inh = blocks HIV-1 LEDGF/p75-dependent DNA integration; inhibition, % at 3.7 µM; 370,000 tested, 0.64% active; TR-FRET IN-LEDGF/p75 DNA integration, Eu/Cy5; AID 743269;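 active means inhibition above the screen-wide mean plus 3 SD, cut at about 13% in these data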;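 further: signal is the Cy5 over europium emission ratio at 671 and 618 nm; 0% = plate median of compound wells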
UHRF1 MBD2 ctr = human UHRF1 methylated DNA binding inhibitors; Q96T88; AID 687016; inhibition, % at 4.4 µM; 370,000 tested, 0.75% active; UHRF1 binding to methylated oligo, TR-FRET; in the data active means inhibition above about 21%;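 further: UHRF1 SRA domain binding a hemimethylated CpG hairpin DNA probe; 0% = median of test compound wells and 100% = reference inhibitor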
SIAE inh = blocks human sialic acid acetylesterase | Q9HAT2 | SIAE FP-Rh probe binding, fluorescence polarization | inhibition, % at 9.66 µM | 370,000 tested, 0.69% active | AID 1053197;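 active means inhibition above a cutoff: mean of compounds within the control limits plus 3 SD of those, cut at about 17% in these data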;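 further: 0% = plate median of compound wells and 100% = probe without SIAE protein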
TCR CD3 inh = blocks the human TCR-CD3 interaction; inhibition, % at 9.4 µM; TAMRA-labeled TCR probe fluorescence, biochemical; 360,000 tested, 0.37% active; in the data active means inhibition above about 19%;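 further: recombinant mutant TCR 2C K166C tagged with TAMRA read by polarization; 0% = receptor in buffer alone and 100% = receptor with positive control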
DDE Tn7 FP inh = inhibitors of Tn7 peptide binding to human fibrin DD(E); 370,000 tested, 0.13% active; P02675; inhibition, % at 8.3 µM; FP displacement of FITC-Tn7 peptide from fibrin DD(E); 0% = median of compound wells per plate;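 active means inhibition above the mean of compounds falling within the control limits plus 3 SD of them, cut at about 14% in these data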;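 further: 0% = plate median of compound wells and 100% = 10 µM Aha-Tn7 peptide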
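Assay system: human fibrin DD(E) protein / Input: 2 µM fibrin DD(E) / Benchmarks: high control of 10 µM Aha-Tn7 peptide / Measured by: fluorescence polarization of the labelled Tn7 tracer / Medium: Tris buffer with calcium and detergent, pH 7.8 / Timing: 10 min compound pre-incubation, 3 h probe incubation at room temperature / Repeats: one replicate per compound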
Starred values were filed as active, the others as inactive; . = no result given.

Start of the data: the first 4 entries (preview)
SMILES	proKLK7 act	MBD2 inh	DDE Tn6 FP inh	PRMT1 FP inh	TDP2 absorb	LEDGF integ inh	UHRF1 MBD2 ctr	SIAE inh	TCR CD3 inh	DDE Tn7 FP inh
CN(C)S(=O)(=O)c1cccc(C(=O)NCCNC(=O)c2cccc(S(=O)(=O)N(C)C)c2)c1	-0.6	3	1	-2	3	-1	-1	4	1	3
O=C(COc1ccccc1[N+](=O)[O-])OCCCOC(=O)COc1ccccc1[N+](=O)[O-]	0.0	4	2	1	0	-8	1	4	0	3
CCOc1ccc(S(=O)(=O)N2CCOCC2)cc1NS(=O)(=O)c1ccc(OC)c([N+](=O)[O-])c1	0.1	-2	4	-1	7	0	3	3	-6	3
O=C(CSc1nc2ncc(Br)cc2[nH]1)Nc1ccccc1-c1ccccc1	-0.1	3	-1	6	6	-4	0	1	-5	5

Main list, repeating the preview:
SMILES	proKLK7 act	MBD2 inh	DDE Tn6 FP inh	PRMT1 FP inh	TDP2 absorb	LEDGF integ inh	UHRF1 MBD2 ctr	SIAE inh	TCR CD3 inh	DDE Tn7 FP inh
CN(C)S(=O)(=O)c1cccc(C(=O)NCCNC(=O)c2cccc(S(=O)(=O)N(C)C)c2)c1	-0.6	3	1	-2	3	-1	-1	4	1	3
O=C(COc1ccccc1[N+](=O)[O-])OCCCOC(=O)COc1ccccc1[N+](=O)[O-]	0.0	4	2	1	0	-8	1	4	0	3
CCOc1ccc(S(=O)(=O)N2CCOCC2)cc1NS(=O)(=O)c1ccc(OC)c([N+](=O)[O-])c1	0.1	-2	4	-1	7	0	3	3	-6	3
O=C(CSc1nc2ncc(Br)cc2[nH]1)Nc1ccccc1-c1ccccc1	-0.1	3	-1	6	6	-4	0	1	-5	5
COc1cc(C)cc(OC)c1OCC(=O)Nc1cc(C)on1	-0.3	1	6	-2	2	-1	0	3	1	7
CCOC(=O)c1c(CN(C)C)n(C)c2ccc(OC(C)=O)cc12	-0.1	8	-6	1	6	-1	2	3	3	-1
S=C(NCc1ccc(Cl)cc1)NN1CCOCC1	0.4	-3	1	-3	2	0	-1	-1	0	-2
CCOC(=O)N(C)C[C@@H]1OCc2cn(nn2)CCCC(=O)N([C@H](C)CO)C[C@H]1C	-0.5	8	0	-1	6	-1	9	6	5	5
CN1CCN(S(=O)(=O)c2ccc(Oc3cccc(C(F)(F)F)c3)nc2)CC1	0.2	-1	-9	-3	-8	7	0	-2	1	2
CC1(C)CC(=O)C(C(c2cccnc2)C2C(=O)CC(C)(C)CC2=O)C(=O)C1	0.2	3	2	0	-5	0	3	-2	1	2
CN(CC(=O)Nc1ccc(Cl)c(Cl)c1)Cc1nnc(-c2ccc(F)cc2)o1	-0.3	2	3	-6	3	1	1	-2	7	3
Cc1ccc(NC(=O)NC2CCCc3ccccc32)cc1 (configuration not stated)	-0.2	-2	2	1	8	2	0	6	3	-2
COc1ccc(NC2(c3ccccc3)OC(=O)c3ccccc32)cc1 (configuration not stated)	-0.3	6	0	-2	7	4	-12	5	5	1
CCOc1ccccc1CNC(=O)C1CCN(S(=O)(=O)N2CCC(C)CC2)CC1	0.3	2	-3	-1	2	1	-1	-1	2	6
COc1ccc(-c2noc(CN(C(=O)C(C)(C)C)C(C)C)n2)cc1	0.0	3	2	-3	-6	-1	0	4	3	3
CCn1c(SCC(=O)NCCc2ccc(OC)c(OC)c2)nc2c1c(=O)n(C)c(=O)n2C	0.5	-7	0	-5	5	-1	0	4	-4	7
Cc1cc(C)c(NC(=O)Cn2c(=O)n(-c3ccc(CC(=O)NCC4CCCO4)cc3)c(=O)c3ccccc32)c(C)c1 (configuration not stated)	0.3	1	1	-3	-7	7	0	6	3	5
O=C(NC1CCN(Cc2ccc(Cl)cc2)CC1)c1cn(-c2ccccc2)nc1-c1cccnc1	0.6	3	4	2	-9	0	-1	-2	-2	-2
O=C(Nc1nc2ccc(C(=O)N3CCCCC3)cc2s1)C1CCCCC1	0.1	-1	9	-4	8	-3	1	6	4	-3
CC(C)Nc1nc(-c2ccccc2F)c2sc(-c3ccccc3)cc2n1	-9.8	-3	-8	-5	6	1	-2	-7	7	-1
O=C(N/N=C/c1ccco1)c1ccc(OCc2ccccc2)cc1	1.0	-4	6	-3	9	3	-4	0	3	2
Cc1ccc(NCC(=O)Nc2ccc(Br)cc2)cc1C	0.7	5	-4	4	5	0	3	6	2	3
CN(C)S(=O)(=O)c1cccc(NC(=O)COC(=O)CNC(=O)c2cccc([N+](=O)[O-])c2)c1	1.3	2	-6	3	-22	6	19	-3	-8	-4
Cc1ccc2c(Cl)c(C(=O)NCCCn3ccnc3)sc2c1	0.2	-6	-7	0	-1	0	4	7	6	6
COc1cc(CCCN2C(=O)C(=O)NC[C@@H]2Cc2ccc(O)cc2)cc(OC)c1OC	-0.3	1	0	2	-12	4	5	-4	-8	0
SMILES	proKLK7 act	MBD2 inh	DDE Tn6 FP inh	PRMT1 FP inh	TDP2 absorb	LEDGF integ inh	UHRF1 MBD2 ctr	SIAE inh	TCR CD3 inh	DDE Tn7 FP inh
CCOc1ccc(N=Cc2c(C)[nH]n(-c3nc4ccccc4[nH]3)c2=O)cc1	-0.2	1	0	1	2	-4	-2	-3	-10	6
C=C(C)COc1ccc(-c2n[nH]c(C)c2-c2ccc(OC)c(OC)c2)c(O)c1	-0.3	4	-5	8	-12	0	3	8	-9	5
CCCNC(=O)C1(C)CCCN(Cc2ccccc2N(C)C)C1 (configuration not stated)	0.3	3	3	-1	5	1	4	-3	-5	-4
O=C(Nc1cccc2nsnc12)c1ccc(F)cc1	4.6	3	-1	-1	10	-1	5	2	0	-9
O=C(Nc1ccc(Cn2nnc3ccccc32)cc1)c1ccco1	0.0	2	-1	2	4	-2	-2	-5	10	-1
CC(C)CNS(=O)(=O)/C=C/c1ccccc1CCNC(=O)OC(C)(C)C	-0.3	-7	-4	2	-10	1	-2	0	.	-4
CN(Cc1ccc(F)cc1)C(=O)c1cccc(S(=O)(=O)N2CCN(c3ccccc3)CC2)c1	-0.1	-2	0	-5	-7	0	0	-1	6	-2
O=C(O)CCn1c(=O)c2ccccc2c2ccccc2c1=O	-0.5	11	1	7	4	-1	0	2	-6	10
O=C1NC(=O)/C(=C/c2cccc(O)c2)N1	-0.4	-2	0	-3	1	2	-1	17*	-3	2
COc1ccc(NC(C)=O)cc1NC(C)C(=O)Nc1ccc(F)c(F)c1F (configuration not stated)	0.9	4	1	3	-10	-2	1	11	0	5
Brc1ccc(-c2nnc3sc(CNCc4ccc5c(c4)OCO5)cn23)cc1	0.4	5	-5	2	-4	-8	-1	-1	-3	1
CCCCCCCCC(=O)N/N=C(\C)c1cccnc1	-0.1	2	7	3	-8	-4	0	0	-11	-2
NC(=O)CCC(C(=O)O)N1C(=O)c2ccc(O)cc2C1=O (configuration not stated)	-0.9	-4	3	-2	-22	4	4	-1	-7	3
CCCC(=O)NCCc1ccc(F)cc1	-0.6	5	4	1	9	-2	3	-5	-9	6
Cc1cc(C)c2nc(SCC(=O)NC(=O)c3cccn3C)cc(C)c2c1	0.1	-2	-3	-3	-3	1	-2	1	4	2
COc1ccc(NC(=O)Cc2ccc(Cl)c(Cl)c2)cn1	-0.1	-6	6	-3	4	2	-3	0	9	0
CC1(C)C(N(O)C(=O)Nc2ccccc2)N(c2cccc(Cl)c2)C(=O)N1O (configuration not stated)	1.3	-1	7	-2	6	0	-1	6	-2	2
CCOC(=O)Cn1nc(NC(=O)COc2ccc(F)cc2)cc1C	0.3	0	5	2	8	3	-1	-3	9	1
CCOc1ccc(NC(=O)CN(C)C(=O)c2cn(-c3ccc(C)cc3)nc2-c2cccc(OC)c2)cc1OCC	0.2	-5	-7	-3	-11	-1	0	-4	-4	-12
CCC(C)N(C(=O)CSc1nc(C)c(C)c(C)c1C#N)C1CCS(=O)(=O)C1 (configuration not stated)	-0.7	-3	-3	0	0	0	1	2	-8	-3
C=CCn1c(=S)sc2c(=O)[nH]c(C)nc21	0.0	6	10	2	1	-5	1	-9	2	2
O=C(NCCc1c[nH]c2ccccc12)OCc1cn(Cc2ccc(F)cc2F)nn1	0.0	-2	2	-3	4	2	-2	10	.	0
O=C(CCS(=O)(=O)c1ccc2c(c1)NC(=O)CS2)NCc1cccs1	0.0	0	-1	2	3	5	0	11	2	0
COc1cccc(CN2CCCC(C(=O)Nc3ccc(-c4cscn4)cc3)C2)c1 (configuration not stated)	0.7	-1	8	1	0	6	-1	-10	5	5
COC(=O)Cc1cc(=O)oc2cc(O)ccc12	50*	1	-6	5	-4	0	2	-6	-3	9
SMILES	proKLK7 act	MBD2 inh	DDE Tn6 FP inh	PRMT1 FP inh	TDP2 absorb	LEDGF integ inh	UHRF1 MBD2 ctr	SIAE inh	TCR CD3 inh	DDE Tn7 FP inh
Cc1cc(C)n(-c2ncnc3sc4c(c23)CC(C)CC4)n1 (configuration not stated)	0.1	5	-2	0	-9	1	0	7	-3	5
COc1cc(NC(=O)CNC(=O)Cn2ccc3ccccc3c2=O)cc(OC)c1OC	-0.4	3	-1	2	-6	-1	2	-4	5	6
Cc1cccc(C)c1NC(=O)Cn1c(=O)n(CCC(=O)NCc2ccco2)c(=O)c2sccc21	0.3	4	7	0	0	0	2	1	0	-5
Cc1ccc(/C=N/NS(=O)(=O)c2ccccc2)o1	0.1	-1	-3	0	10	-5	0	13	-1	-5
CN(c1cccc(F)c1)c1cc2c(c3c1ccn3C)C1CCC2C1 (configuration not stated)	-7.5	3	-1	4	4	0	2	5	-2	0
CCCc1nc(SCC(=O)NCC2CCCO2)c2c(=O)n(C)c(=O)n(C)c2n1 (configuration not stated)	0.1	3	5	1	0	1	0	-4	3	-3
O=C1C=C(c2ccccc2)OC2(CCCC2)O1	-0.6	3	1	-2	7	0	0	3	-2	2
COc1ccccc1C(=O)Nc1nnc(S(=O)(=O)N(C)Cc2ccccc2)s1	0.5	-2	-2	0	-5	0	1	-9	8	-3
O=C(CSc1nc2ccccc2o1)NCc1ccco1	0.6	2	-1	-2	14	1	-1	2	-1	-1
CCC(C)NC(=O)c1cccc(OCc2c(C)noc2C)c1 (configuration not stated)	0.4	6	3	-2	7	-2	1	1	5	1
C[C@@H]1COc2cc(Br)ccc2S(=O)(=O)N1Cc1cn(Cc2ccc(F)cc2)nn1	0.4	0	3	0	5	0	0	2	.	-2
CCC(=O)Nc1ccc(C(=O)CSc2nnc(-c3ccc(O)cc3)n2CC2CCCO2)cc1 (configuration not stated)	0.4	3	1	1	10	-1	0	3	0	4
Cn1cc([N+](=O)[O-])c(C(=O)NCc2cc3cc(Cl)ccc3[nH]2)n1	-0.8	-3	9	-2	7	2	-1	9	7	-4
COc1cc(C)ccc1OCCOc1c(C)cc(Cl)cc1Cl	-0.1	-2	-4	-1	-1	0	0	1	2	-4
CCc1ccc(CNC(=O)CCc2nnc(Cc3cccc(C(F)(F)F)c3)o2)nc1	0.7	3	-6	-4	12	2	-4	7	4	-3
